Screening results: PubChem, National Center for Advancing Translational Sciences (NCATS)
GAA glycogen: qHTS Assay for Inhibitors and Activators of Human alpha-Glucosidase Cleavage of Glycogen | Potency, µM (series often up to 76.4 µM), inactives show at the highest dose activity change, negative = inhibition, actives largely listed as inhibitors | Lysosomal alpha-glucosidase (Homo sapiens), P10253 | recombinant GAA, glycogen substrate, Amplex Red glucose oxidase fluorescence | 300,000 compounds, 0.38% hits; active means well fitted inhibition curve with a large enough effect; inconclusive means small, poorly fitted or top-dose-only effect, or another doubt; inactive means no such curve, though single readings can be large or run the other way;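 further: 0% = full enzyme reaction and -100% = no-enzyme basal signal; the screen sought inhibitors and activators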
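Natural-substrate format: glycogen cleavage by 4 nM human enzyme, glucose read by Amplex Red coupling (Ex 573, Em 610 nm). Normalized to enzyme and no-enzyme controls.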
An asterisk follows results filed as active; ? = inconclusive; [ ] = remark or other dose. Potency means the concentration at half of the fitted maximal effect. This is a subset (hit frequency here may not be typical).

SMILES	GAA glycogen
Cc1ccc(CN2CCN(CC(=O)NCc3ccccc3)CC2)cc1	-8%[76.3 µM]
Cc1cc(C)c2nc(N3CCC(C(=O)NCC4CCCO4)CC3)sc2c1 (configuration not stated)	-8%[76.3 µM]
CCn1nc(C)c(CNC(=O)C2CCC(=O)N(CCc3ccc(Cl)cc3)C2)c1C (configuration not stated)	0%[76.3 µM]
COc1ccc(CN2CCN(C(=O)c3cccc4ccccc34)CC2)cc1OC	8%[76.3 µM]
COc1ccc(Cl)cc1C(=O)NNC(=O)c1ccncc1	20%[76.3 µM]
O=C(NCCOc1ccccc1)c1ccccc1Cl	-13%
C=CCOc1cccc(C2C(C(=O)c3ccco3)=C(O)C(=O)N2Cc2cccnc2)c1 (configuration not stated)	6%
Cc1ccc(NC2CCCN(C(=O)c3cccnc3)C2)cc1C (configuration not stated)	1%[76.3 µM]
CC1CCCN(CCCNC(=O)C2CCCN(c3ncnc4c3nc3n4CCCCC3)C2)C1 (configuration not stated)	-5%[76.3 µM]
CCCCCCCNC(=O)C1(CC2CC(c3ccc(Cl)cc3)=NO2)CCN(C(=O)Cc2ccc(F)cc2)CC1 (configuration not stated)	-20%[76.3 µM]
CCOCCn1c(=NC(=O)c2ccc(S(=O)(=O)N3CCOCC3)cc2)sc2cc(S(N)(=O)=O)ccc21	6%[76.3 µM]
CC(=O)Nc1ccc(S(=O)(=O)Nc2ccn(Cc3ccccc3Cl)n2)cc1	-1%[76.3 µM]
O=c1c(S(=O)(=O)c2ccccc2)cn(Cc2ccccc2)c2cc(N3CCCC3)c(F)cc12	-3%[76.3 µM]
COc1cc2[nH]c(=O)c(C(=O)NCc3ccccc3Cl)c(O)c2cc1OC	-6%[76.3 µM]
Cc1cnc(NC(=O)COc2ccc3c(c2)CCC3)s1	-16%[76.3 µM]
O=C1CCCC2=C1C1O[C@](c3ccsc3)(Cc3c1ccc1ccccc31)O2	-25%[15.3 µM]
O=[N+]([O-])c1ccc(NCCc2ccccc2)c(Br)c1	-3%
CCn1cc(S(=O)(=O)c2cc(C)cc(C)c2)c(=O)c2cc(F)c(N3CCN(c4ccccc4)CC3)cc21	14%[76.3 µM]
CC(=O)N1c2ccc(S(=O)(=O)NCC3CCC(C(=O)NC(C)(C)C)CC3)cc2CC1C (configuration not stated)	5%[76.3 µM]
Cc1cccc(NC(=S)NCCc2ccccc2)c1C	-7%[0.611 µM]
CC(NC(=O)c1ccc([N+](=O)[O-])cc1Cl)C1CC2CCC1C2 (configuration not stated)	0%[76.3 µM]
Cc1ccc(CSc2nc3ccc(NC(=O)COc4ccc(F)cc4)cc3s2)cc1	-7%[76.3 µM]
Cc1ccc(C(=O)COC(=O)COc2ccc(C)c(C)c2)cc1	-4%[76.3 µM]
CCOc1ccc(N(CC(=O)N2CCCC2)S(=O)(=O)c2ccc(F)cc2)cc1	0%[76.3 µM]
CN1CCN(C(=O)COCc2cc(-c3ccc4c(c3)OCO4)on2)CC1	-1%[76.3 µM]
SMILES	GAA glycogen
CNc1ccc(-c2nc(-c3ccccc3C)no2)cc1[N+](=O)[O-]	7%[76.3 µM]
CCOC(=O)N1CCC(NS(=O)(=O)c2cc(C(=O)OC)n(C)c2)CC1	9%[76.3 µM]
COc1ccc(Cl)cc1Nc1nc2ccc(C)cc2n2cnnc12	0%
Nc1c(-c2ccc(Cl)cc2)cnc2c(-c3ccc(F)cc3)cnn12	-4%
COc1ccc(Cl)cc1C(=O)Nn1cnnc1	-1%[76.3 µM]
COc1ccc(F)cc1S(=O)(=O)Nc1ccncc1	-8%[76.3 µM]
C/C(=N/NC(=O)c1ccncc1)c1ccc(NC(=O)c2ccccc2)cc1	1%
COc1ccccc1NC(=O)c1cc(S(=O)(=O)N2CCCC2)cn1C	11%[76.3 µM]
CCC(=O)Nc1ccc(OCC2CCCO2)cc1 (configuration not stated)	-1%[76.3 µM]
CCOc1ccc(CNC(=O)CN2C(=O)C(c3ccccc3)Oc3cccnc32)cc1 (configuration not stated)	-8%[76.3 µM]
Cn1c(=O)c(C(=O)NNC(=O)c2ccccc2Br)c(O)c2ccccc21	11%
Cc1ccc(OC(C)C(=O)Nc2ccncc2)cc1C (configuration not stated)	19%[76.3 µM]
Cn1c(N)nc2nc(CCc3ccccc3)c(=O)[nH]c2c1=O	-2%
O=C(Nc1ccc([N+](=O)[O-])cc1)OCCc1ccccn1	1%
COc1ccc(C2/C(=C(/O)c3ccc(C)cc3)C(=O)C(=O)N2C)c(OC)c1 (configuration not stated)	2%[76.3 µM]
CCN(CC)S(=O)(=O)c1ccc2[nH]c(=O)c3ccccc3c2c1	-8%[76.3 µM]
C[C@@H](C(=O)NC1CCCCC1)N1C(=O)N2CCc3c([nH]c4ccccc34)[C@@]2(C)C1=O	-10%[76.3 µM]
CCCCCc1ccc(-c2cn(CC3CCCCC3)nn2)cc1	-10%[76.3 µM]
Cc1c(OCC(=O)N[C@@H](Cc2ccccc2)C(=O)O)ccc2c3c(c(=O)oc12)CCC3	8%[76.3 µM]
CCc1nc(SCC(=O)N2CCCCC2)c2c(=O)n(C)c(=O)n(C)c2n1	2%[76.3 µM]
COc1ccc(CCC(C)N(C)Cc2ccccc2)cc1 (configuration not stated)	-2%[76.3 µM]
O=C(Cc1ccccc1)Nc1ccc(Cl)cn1	0%[76.3 µM]
Cc1ccc(C)c(OCC(=O)Nc2ccccc2C(=O)N2CCN(C)CC2)c1	-8%[76.3 µM]
CCOc1ccc(/C=C2\SC(=O)N(CCNC(=O)CN3C(=O)NC4(CCCC4)C3=O)C2=O)cc1OC	-3%[76.3 µM]
CC(C)OCCCn1c(=O)c2ccccc2n2c(CCC(=O)O)nnc12	-17%
SMILES	GAA glycogen
CCOc1ccc(NC(=O)Cn2cc(C(=O)CC)c3ccccc32)cc1	3%
N#CC[C@H](Cc1ccccc1)N1CCN(CCc2ccccc2)CCC1=O	19%[76.3 µM]
COC(=O)CCC(=O)Nc1ccc(S(=O)(=O)N2CCc3ccccc32)cc1	-4%[76.3 µM]
NC(=O)c1ccc(NC(=O)C2CCN(S(=O)(=O)Cc3ccccc3)CC2)cc1	11%[76.3 µM]
Cc1cc(SCc2ccc(C(F)(F)F)cc2)nc(=O)[nH]1	-4%[76.3 µM]
C=CCn1c(SCC(=O)Nc2ccccc2F)nnc1C(C)NC(=O)c1ccccc1F (configuration not stated)	-7%[76.3 µM]
CCC(C)c1ccccc1N1CC(C(=O)Nc2cccc(S(=O)(=O)N3CCOCC3)c2)CC1=O (configuration not stated)	-2%[76.3 µM]
COc1ccc(-n2nc(C(=O)NCC(=O)NCCCN3CCOCC3)c3ccccc3c2=O)c(OC)c1	10%
OC(COc1ccc2cc(Br)ccc2c1)Cn1ccnc1 (configuration not stated)	8%
COc1cc(C2CC(c3ccccc3)=NN2c2ccccc2)ccc1OCC(=O)O (configuration not stated)	-16%[76.3 µM]
CCOC(=O)CNC(=O)C1c2ccccc2Oc2ccccc21	-11%[76.3 µM]
COc1ccccc1N1CCN(C2CCCN(Cc3c(F)cccc3F)C2)CC1 (configuration not stated)	1%[76.3 µM]
Fc1cccc(CN2CCC(Cc3ccccc3)CC2)c1	20%[76.3 µM]
Cc1ccc(C(=O)c2oc3ccccc3c2NC(=O)c2cc(-c3ccccc3)on2)cc1	11%[76.3 µM]
NC(=O)NC(=O)C(Nc1ccc(N2CCCCC2)cc1)c1ccccc1 (configuration not stated)	?
Cc1ccc(S(=O)(=O)Cc2ccc(C(=O)N3CCC(C)CC3)cc2)cc1	-4%[76.3 µM]
CCc1ccc(NC(=O)C2CCCN(c3nn4cc(-c5ccc(OC)cc5)nc4s3)C2)cc1 (configuration not stated)	5%[76.3 µM]
CCc1ccc(C(C(=O)NC2CCCCC2)N(C(=O)c2csnn2)C2CC2)cc1 (configuration not stated)	2%
O=C(O)c1ccc(Cn2c(=S)[nH]c3cc(Cl)ccc3c2=O)cc1	0%
Cc1cc(C)c(OCCOCCN2CCN(C)CC2)c(Cl)c1	14%[76.3 µM]
CC(=O)N1c2ccc(S(=O)(=O)N(C)Cc3ccccc3)cc2CC1C (configuration not stated)	-23%[76.3 µM]
CCc1ccc(CN2CCCC(C(=O)N3CCCCC3)C2)cc1 (configuration not stated)	1%[76.3 µM]
COc1ccc(CNC(=O)C(C)OC(=O)c2cccs2)cc1 (configuration not stated)	0%
Cc1cc(C)cc(C(=O)NC(CC(N)=O)c2ccc(N3CCN(c4ccccc4)CC3)c([N+](=O)[O-])c2)c1 (configuration not stated)	17%[76.3 µM]
O=S(=O)(N/N=C\c1ccc2c(c1)OCO2)c1ccccc1	-3%[76.3 µM]

Rewritten as comma-separated lines: 16 of the compounds above.
SMILES,GAA glycogen
COc1ccc(-n2nc(C(=O)NCC(=O)NCCCN3CCOCC3)c3ccccc3c2=O)c(OC)c1,10%
OC(COc1ccc2cc(Br)ccc2c1)Cn1ccnc1 (configuration not stated),8%
COc1cc(C2CC(c3ccccc3)=NN2c2ccccc2)ccc1OCC(=O)O (configuration not stated),-16%[76.3 µM]
CCOC(=O)CNC(=O)C1c2ccccc2Oc2ccccc21,-11%[76.3 µM]
COc1ccccc1N1CCN(C2CCCN(Cc3c(F)cccc3F)C2)CC1 (configuration not stated),1%[76.3 µM]
Fc1cccc(CN2CCC(Cc3ccccc3)CC2)c1,20%[76.3 µM]
Cc1ccc(C(=O)c2oc3ccccc3c2NC(=O)c2cc(-c3ccccc3)on2)cc1,11%[76.3 µM]
NC(=O)NC(=O)C(Nc1ccc(N2CCCCC2)cc1)c1ccccc1 (configuration not stated),?
Cc1ccc(S(=O)(=O)Cc2ccc(C(=O)N3CCC(C)CC3)cc2)cc1,-4%[76.3 µM]
CCc1ccc(NC(=O)C2CCCN(c3nn4cc(-c5ccc(OC)cc5)nc4s3)C2)cc1 (configuration not stated),5%[76.3 µM]
CCc1ccc(C(C(=O)NC2CCCCC2)N(C(=O)c2csnn2)C2CC2)cc1 (configuration not stated),2%
O=C(O)c1ccc(Cn2c(=S)[nH]c3cc(Cl)ccc3c2=O)cc1,0%
Cc1cc(C)c(OCCOCCN2CCN(C)CC2)c(Cl)c1,14%[76.3 µM]
CC(=O)N1c2ccc(S(=O)(=O)N(C)Cc3ccccc3)cc2CC1C (configuration not stated),-23%[76.3 µM]
CCc1ccc(CN2CCCC(C(=O)N3CCCCC3)C2)cc1 (configuration not stated),1%[76.3 µM]
COc1ccc(CNC(=O)C(C)OC(=O)c2cccs2)cc1 (configuration not stated),0%

Remaining list, next part:
SMILES	GAA glycogen
Cc1cccc(N2CCN(C(=O)c3sc4nc5n(c(=O)c4c3C)CCC5)CC2C)c1 (configuration not stated)	-9%[76.3 µM]
Cc1nc(CCNC(=O)CC2C(=O)NCCN2CC(C)C)nc2c1CCC2 (configuration not stated)	-1%[76.3 µM]
CC(=O)Oc1ccc(/C=N\NC(=O)c2cc3c(ccc4ccccc43)o2)cc1	0%[76.3 µM]
C=CCn1c(C)nnc1SCC(=O)NC1CCCCC1	2%[76.3 µM]
CCOC(=O)c1c(NC(=O)c2ccc(S(=O)(=O)N(C)CC3CCCO3)cc2)sc2c1CC(C)(C)NC2(C)C (configuration not stated)	1%[76.3 µM]
CCCc1cc(=O)oc2c(CNc3ccc(OCC)cc3)c(O)ccc12	?
CC(=O)[C@@]12O[C@@H]1C[C@H]1[C@@H]3CC[C@H]4C[C@@H](O)CC[C@]4(C)[C@H]3CC[C@@]12C	-3%
Cc1ccc(N(CC(=O)NC2CCCCC2)C(=O)CCCC(=O)Nc2ccccn2)c(C)c1	-9%[76.3 µM]
COc1ccccc1/C=C1\CCC(C2CCCC2)C1=O (configuration not stated)	-2%
CCOc1ccc2[nH]c3c(NCCC(C)C)ncnc3c2c1	-5%
COc1ccc(C(=O)C2CCCN(C(=O)c3cccc(Cn4cccn4)c3)C2)cc1F (configuration not stated)	-1%[76.3 µM]
O=C(CN(C(=O)CCC(=O)Nc1ccccn1)c1ccc2c(c1)OCO2)NCc1ccc(F)cc1	-5%[76.3 µM]
COC(=O)c1ccc(N(C(=O)CNC(=O)c2ccco2)C(C(=O)NCC2CCCO2)c2ccc(OC)c(OC)c2)cc1 (configuration not stated)	3%
COCC1CCN(C(=O)c2cc(COc3ccc(C)c(C)c3)on2)C1 (configuration not stated)	-6%[76.3 µM]
CCOc1ccc(Nc2nc(N)c([N+](=O)[O-])c(N3CCN(CC)CC3)n2)cc1	1%
CN(C)c1cccc2c(S(=O)(=O)N3CCCC3)cccc12	-1%
Cc1ccc(C(=O)N[C@H](C(=O)Nc2ccc(F)cc2)C(C)C)cc1	3%
Fc1ccc(Nc2ncnc3c2nc2n3CCCC2)cc1	-10%[76.3 µM]
CCc1ccc(N(CC(=O)NCCc2ccccc2)C(=O)CCC(=O)Nc2ccccn2)cc1	10%
Cc1ccc2c(=O)cc(C(=O)NCc3ccccc3)oc2c1C	-1%
S=C(Nc1cc(Cl)cc(Cl)c1)N1CCCC1	3%[76.3 µM]
COc1ccccc1NC(=O)CC1CCCC1	1%[76.3 µM]
COc1cc(-c2c(-c3cc(OC)c(OC)c(OC)c3)noc2C)ccc1F	-1%[76.3 µM]
O=C1N/C(=N\S(=O)(=O)c2ccccc2)S/C1=C\c1cc([N+](=O)[O-])ccc1O	5%[76.3 µM]
Cc1ccc(NC(=O)CSc2ccc(-c3cccs3)nn2)cc1Cl	11%[76.3 µM]
SMILES	GAA glycogen
CC(=O)Nc1ccc(N=Cc2c(O)c3ccccc3oc2=O)cc1	-5%
CCCNC(=S)N1CCC(NC(=O)c2ccc(OC)cc2)CC1	3%[76.3 µM]
Cc1ccccc1-n1c(SCC(=O)Nc2ccc(Cl)cc2F)nnc1-c1cc2occc2n1C	-12%[76.3 µM]
O=C(Nc1ccc(S(=O)(=O)NCC2CCCO2)cc1)C1CC(=O)N(c2ccccc2)C1 (configuration not stated)	-1%
C/C(=N/NC(=O)CSc1nc2ccccc2n1C)c1ccco1	4%[76.3 µM]
O=S(=O)(c1ccccc1)N1CCc2ccccc2C1	0%[76.3 µM]
